CCT modulator = changes cytosolic chaperonin activity. purified chaperonin ATPase assay, HTRF ADP detection, 30 min. activity change, % (no concentration beside the values), hits read low. hit rate 0.3% among 360,000. AID 651819; in the data active means activity change below about -30%; further: on the % scale 0 is the no-effect control and ±100 the full control effect
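We incubate TRiC, 40 or 20 nM final, with library compounds at 76 uM and 10 uM ATP for 30 min at 37 °C. ADP formed is detected with Transcreener HTRF reagents after 30 min at room temperature.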
A549 tox = kills or reduces viability of A549 cells in Nrf2 counter-screen; A549 ARE-Fluc cells, CellTiter-Fluor viability, 18-24 h; Potency, µM (doses to about 46 µM), without a hit: top-dose activity change, negative = cytotoxicity, usual class: inhibitors; hit rate 0.16% among 390,000; further: potency means the concentration at half of the fitted maximal effect; on the % scale 0 is the no-effect control and ±100 the full control effect
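A549 ARE_Fluc cells in 5% FBS OPTI-MEM were exposed to compounds in concentration-response for 18-24 h at 37 deg C. Viability was read by CellTiter-Fluor fluorescence (Ex 405/Em 525) after 30 min, before the luciferase read.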
pAkt inh = Akt phosphorylation inhibition; Neuro2A IGF-stimulated pAkt S473 HTRF, 20 min; stronger effect = lower value; activity change, % for hits at 50 µM; hit rate 0.32% among 360,000; in the data active means activity change below about -80%; inconclusive means mostly about -51% to -80%; further: on the % scale 0 is the no-effect control and ±100 the full control effect
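Neuro2A cells in DMEM with 0.5% FBS, overnight at 37 deg C, given compound at single 50 µM final, then IGF (6 nM final) for 20 min at 37 deg C. Lysed; phospho-Akt Ser473 by HTRF after 24 h, 665/615 ratio.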
Nrf2 block = blocks Nrf2 signaling; A549 ARE-Fluc reporter, luciferase luminescence, 18-24 h; Potency, µM (titrated, usually from 46 µM), for the others: at the highest dose activity change, negative = inhibition, most hits filed as inhibitors; hit rate 2.1% among 360,000; AID 504444; further: potency means the concentration at half of the fitted maximal effect; on the % scale 0 is the no-effect control and ±100 the full control effect; nearly all actives have a fitted effect of over 60% in size
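Two sequential reads on A549 ARE_Fluc cells exposed to compound for 18-24 h: a CellTiter-Fluor fluorescence read for viability, then a luciferase luminescence read for Nrf2/ARE activity.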
Nrf2 ARE act = Nrf2 pathway activation | AREc32 ARE-luciferase reporter (MCF7-derived line), luminescence, 24 h | Potency, µM (doses to about 46.1 µM), for the others: top-dose activation, actives largely listed as activators | hit rate 0.31% among 410,000; further: potency means the concentration at half of the fitted maximal effect; % of control where 0% means no effect; nearly all actives have a fitted effect of over 65% in size
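Quantitative high-throughput format: AREc32 reporter cells, 1000 per well, received compound by pin transfer and were incubated 24 hr at 37 deg C, 5% CO2, before Steady-Glo luminescence detection.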
TGFb inhibitor = inhibitors of TGF-b signaling. HepG2 CAGA-GFP TGF-b/SMAD3 reporter, GFP fluorescence, 18 h; TGF-beta stimulated, 500 pg/mL final. Potency, µM (highest dose often 46.1 µM), without a hit: top-dose activity, negative = inhibition, actives largely listed as inhibitors. hit rate 1.2% among 410,000. AID 588855; further: potency means the concentration at half of the fitted maximal effect; on the % scale 0 is the no-effect control and ±100 the full control effect; nearly all actives have a fitted effect of over 65% in size
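Per well, imaged GFP fluorescence of HEPG2 CAGA-GFP cells gives the signal; cells get compound, then TGF-beta (500 pg/mL final), 18 h at 37 degrees C; %Activity versus -TGF-beta and +DMSO controls.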
MmCpn inh = blocks the Methanococcus maripaludis chaperonin Mm-Cpn | Potency, µM (highest dose often 76.9 µM), inactives show at the top dose activity, negative = inhibition, hits mostly inhibitors | AID 504842 | hit rate 0.031% among 330,000 | purified Mm-Cpn ATPase, ADP Transcreener TR-FRET; further: potency means the concentration at half of the fitted maximal effect; on the % scale 0 is the no-effect control and ±100 the full control effect; nearly all actives have a fitted effect of over 80% in size
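25 nM Mm-CPN + cpd, 10 min 37°C; + 10 uM ATP, 30 min 37°C; buffer 30 mM Tris pH 7.4, 100 mM KCl, 5 mM MgCl2, 1 mM DTT; Transcreener ADP HTRF detection 30 min RT.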
HepG2 viability = counter-screen for TGF-b inhibitors: cytotoxicity in HepG2 cells | hit rate 0.76% among 410,000 | Potency, µM (series often up to 46.1 µM), without a hit: top-dose activity change, negative = cytotoxicity, actives largely listed as cytotoxic | HepG2 CAGA-GFP viability, ATP luminescence, 18 h | AID 588856; further: potency means the concentration at half of the fitted maximal effect; some results filed as inactive show a strong effect at the top dose
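HepG2 CAGA-GFP cells (1000/well, DMEM with 1% FBS) received compound, then TGF-beta at 500 pg/mL final, and were incubated 18 hours at 37 degrees C. Viability was read by CellTiter-Glo luminescence. Media-only wells were set as complete cell-killing and DMSO as no toxicity.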
S2 tox = viability counter-screen for ATXN expression inhibitors; hit rate 0.49% among 400,000; S2 cells (HEK-293 line with an ATXN2-luciferase reporter) viability, CellTiter-Fluor protease fluorescence, 24 h; Potency, µM (top dose mostly 56.7 µM), most hits filed as cytotoxic; AID 651635; further: potency means the concentration at half of the fitted maximal effect; nearly all actives have a fitted effect of over 40% in size
* hit, by the source's call; i = inactive; ? = inconclusive; . = not tested or not shown; [ ] = dose if it differs, or a comment. Unless noted, the call rests on the fitted dose curve; in most records, active means well fitted curve in the direction sought with a large enough effect; inconclusive means small, poorly fitted or top-dose-only effect, or another doubt; inactive means no such curve, though single readings can be large; an effect the other way counts as inactive or inconclusive.

SMILES	CCT modulator	A549 tox	pAkt inh	Nrf2 block	Nrf2 ARE act	TGFb inhibitor	MmCpn inh	HepG2 viability	S2 tox
O=C(NCc1ccccc1)c1cccc(S(=O)(=O)N2CCOCC2)c1	-3.8	2%	i	.	-0.4%	12%	1%	-22%	i
O=C(Cn1ncc2c(=O)oc3ccccc3c21)N1CCCN(Cc2ccccc2F)C1	1.3	4%	i	6%	-0.6%	0%	1%	2%	i
O=C(NCC(=O)N1CCC2(CC1)NCCc1[nH]cnc12)c1cccc(Cl)c1	-1.4	-11%	.	7%	0.6%	9%	1%	4%	.
CN(C)c1ccc(/C=C/c2cccc[n+]2[O-])cc1	0.4	-6%	i	10%	0.4%	14%	-11%	13%	.
COc1cccc(C(=O)Nc2ccc(S(=O)(=O)Nc3cc(C)nc(C)n3)cc2)c1	-0.7	4%	i	-3%	0.0%	4%	0%	-20%	i
CC(=O)Nc1ccc(NC(=O)CSc2ccc3nnc(CCNC(=O)c4ccccc4)n3n2)cc1	-0.5	0%	i	-20%	-0.3%	6%	-2%	-3%	.
CCCCNC(=O)CSc1nc2ccccc2n1S(=O)(=O)c1ccc(Br)cc1	-2.1	-2%	i	-8%	0.3%	1%	5%	-2%	i
Cc1cccc(S(=O)(=O)NCCc2ccccc2)c1	1.3	7%	i	?	1.6%	7%	0%	-9%	i
COCCNC(=O)C1CCC(CNS(=O)(=O)c2ccc3c(c2)CC(C)N3C(=O)C2CC2)CC1 (stereo unspecified)	-0.3	0%	i	21%	0.2%	7%	1%	15%	i
CC(=O)c1ccc([N+](=O)[O-])cc1	-1.8	0%	.	-12%	0.2%	-10%	0%	-16%	i
CC(=O)c1cc(F)c(N2CCN(C(=O)Cc3ccccc3)CC2)cc1C	-0.8	-9%	i	-23%	0.2%	-7%	-4%	4%	i
O=C(CSc1nccc(-c2cccs2)n1)Nc1cccc(Cl)c1	-4.2	-4%	i	?	?	7%	-11%	29%	i
Cc1cc(C)cc(NC(=O)CSc2nc3ncccc3[nH]2)c1	.	9%	.	17%	4.1%	?	.	-30%	.
O=C(Nc1ccc(C(=O)N2CCOCC2)cc1)c1cc(-c2cccnc2)nc2ccc(Br)cc12	2.3	-8%	i	0%	3.5%	10%	-14%	4%	?
Cc1ccc(NC(=O)CCNC(=O)c2ccc([N+](=O)[O-])cc2)cc1C	2.7	1%	i	-3%	2.1%	2%	3%	-16%	i
Cc1ccccc1NC(=O)CSc1nccn1Cc1ccco1	0.3	.	i	.	7.5%	-6%	.	0%	i
C=C(C)Cc1c(C)c(C#N)c2nc3ccccc3n2c1NCCCN(C)C	-0.7	1%	i	0%	-0.6%	2%	-2%	2%	i
CC(C)(C)NC(=O)C(c1ccc(F)cc1)N(Cc1ccccc1Cl)C(=O)c1ccn[nH]1 (stereo unspecified)	-2.1	-5%	i	5%	-0.7%	-14%	-9%	-13%	i
CN(C(=O)COC(=O)c1cc(-c2ccco2)nc2ccccc12)C1CCS(=O)(=O)C1 (stereo unspecified)	-1.6	-2%	i	0%	6.7%	-15%	-10%	-19%	i
CCCN=C1CC(C)(C)CC(=O)/C1=C(/O)CCC	1.6	-2%	i	-10%	-0.2%	0%	-1%	-5%	i
COc1ccc(OC)c(/C=N/NC(=O)c2ccc(N(C)S(=O)(=O)c3ccccc3)cc2)c1	-0.4	10%	i	-26%	2.4%	-3%	-4%	-6%	i
CC(Oc1cc2oc(=O)c3c(c2cc1Cl)CCC3)C(=O)NCCCN1CCOCC1 (stereo unspecified)	0.2	-3%	i	1%	-0.1%	7%	3%	-4%	i
Cc1cc(C(=O)CSc2nc(N)cc(N)n2)c(C)n1C1CC1	0.6	0%	i	6%	0.1%	-18%	-2%	-4%	i
CCc1ccc(NC(=O)C(=S)NC2CCCCC2)cc1	-0.5	3%	i	?	2.0%	5%	-1%	0%	?
CN(C)c1oc(-c2ccccc2)nc1C#N	-3.3	5%	.	.	3.9%	-21%	-4%	-5%	i

Structures shown so far that contain two or more sulfur atoms, in the order listed:
SMILES	CCT modulator	A549 tox	pAkt inh	Nrf2 block	Nrf2 ARE act	TGFb inhibitor	MmCpn inh	HepG2 viability	S2 tox
CCCCNC(=O)CSc1nc2ccccc2n1S(=O)(=O)c1ccc(Br)cc1	-2.1	-2%	i	-8%	0.3%	1%	5%	-2%	i
O=C(CSc1nccc(-c2cccs2)n1)Nc1cccc(Cl)c1	-4.2	-4%	i	?	?	7%	-11%	29%	i

(continued)
SMILES	CCT modulator	A549 tox	pAkt inh	Nrf2 block	Nrf2 ARE act	TGFb inhibitor	MmCpn inh	HepG2 viability	S2 tox
COc1cc(OC)cc(C(=O)N[C@H](C(=O)Nc2ccc(F)cc2F)C(C)C)c1	0.2	10%	i	1%	-0.2%	0%	2%	-8%	i
COc1ccc(NC(=O)Cn2cc(C(=O)c3ccccc3)c(=O)c3cc(OC)ccc32)c(OC)c1	.	2%	.	4%	-0.2%	-9%	.	-10%	i
O=C(CSc1nnc(CNC(=O)c2ccccc2F)o1)NCCc1ccccc1	-0.8	20%	i	-1%	0.1%	-3%	3%	-37%	i
CCc1nc2c(OCCOc3ccc(F)cc3)cccn2c1N(C=O)Cc1ccccc1	-1.8	.	i	.	3.9%	-16%	.	-19%	i
Cc1ccc2c(c1)N(C(=O)N1CCC(C(=O)NCc3ccco3)CC1)CC(C)O2 (stereo unspecified)	.	4%	.	25%	2.9%	-25%	.	-19%	.
COc1cccc(CNS(=O)(=O)c2c(C(=O)N3CCC(C)CC3)c(C)n(C)c2C)c1	.	-4%	.	.	-1.0%	-1%	.	-1%	.
Cc1ccn2c(=O)cc(C)nc2c1	1.9	-7%	i	-2%	-0.8%	1%	1%	4%	i
O=S(=O)(c1ccccc1)N1C2CCC1CC(O)(c1cccnc1)C2 (stereo unspecified)	-0.3	-13%	i	-20%	0.5%	1%	2%	-15%	i
CC(=O)Nc1cccc(NC(C)=C(C#N)C#N)c1	-1.4	-6%	i	-8%	0.2%	?	1%	15%	?
Cc1cc(/C=C(\C#N)C(=O)O)c(C)n1CCC(C)C	-1.9	-12%	i	-13%	4.7%	24%	-10%	-11%	i
O=C(COC(=O)c1ccc2ccccc2n1)NCc1ccccc1	-0.8	13%	i	21%	-0.3%	6%	1%	0%	i
O=C(CCc1ccc(O)cc1)NN=Cc1ccc2c(c1)OCO2	-0.1	.	i	.	-0.4%	1%	.	5%	i
O=C(NCC(=O)N(Cc1ccccc1)C(C(=O)NC1CCCC1)c1cccnc1)c1ccco1 (stereo unspecified)	2.5	9%	i	18%	3.2%	-1%	1%	-8%	i
O=C1NC(=S)NC1=Cc1ccccc1O	-3.8	-15%	i	-3%	3.3%	66%[activator]	.	2%	i
COc1cccc(CNC(=O)CCc2c(C)c3ccc(O)c(C)c3oc2=O)c1	.	-2%	.	-1%	3.1%	?	.	-24%	.
O=C(NCCN1CCCC1)c1ccc(CS(=O)(=O)c2c(Cl)cccc2Cl)o1	0.0	-13%	i	?	-0.1%	7%	0%	-3%	?
Cc1ccc(CCNC(=O)C2CC(c3ccc(C(F)(F)F)cc3)=NO2)cc1 (stereo unspecified)	0.2	0%	i	0%	-0.4%	1%	1%	5%	i
Cc1cccc(N=Nc2c(C)c(C#N)c(O)[nH]c2=O)c1	0.6	5%	i	11%	2.9%	0%	2%	10%	i
N/C(=N\OC(=O)c1ccc(Br)cc1)c1ccncc1	1.4	-2%	i	?	4.4%	13%	2%	3%	i
COc1ccc(C(O)c2nc(-c3ccccc3)cs2)cc1 (stereo unspecified)	0.5	.	i	.	3.8%	-22%	.	-30%	i
Cc1cc(C)cc(C(=O)Nc2cc(C(F)(F)F)ccc2N2CCN(c3ccccc3)CC2)c1	.	3%	.	2%	-1.5%	1%	.	3%	i
O=c1[nH]cc(S(=O)(=O)N2CCOCC2)c(=O)[nH]1	-1.3	-3%	i	6%	0.1%	1%	1%	4%	i
Cc1cccc(N(CC(=O)Nc2ccc(Br)cc2)S(C)(=O)=O)c1C	.	3%	.	.	7.2%	?	.	-43%	?
COCc1nnc(NC(=O)C(C)C)s1	-2.2	-5%	i	-2%	-0.1%	0%	0%	-11%	i
Cc1ccc(S(=O)(=O)N2CCOCC2)cc1NC(=O)COC(=O)c1ccc(Br)o1	1.5	0%	i	13%	0.3%	-6%	.	-1%	?
CCCn1nnnc1NCc1c(F)cccc1Cl	-7.6	0%	i	-5%	-0.5%	-5%	-12%	3%	i
CCOc1ccccc1NC(=O)c1nn(C)c2c1CSc1ccccc1-2	.	-13%	.	18µM*	3.0%	-11%	.	-2%	.
Cc1ccc(-c2noc(-c3nnn(-c4ccc(Br)cc4F)c3C)n2)cc1	.	13%	.	?	1.2%	.	.	-15%	.

Record cards (already shown). Order of values: CCT modulator	A549 tox	pAkt inh	Nrf2 block	Nrf2 ARE act	TGFb inhibitor	MmCpn inh	HepG2 viability	S2 tox
Cc1ccc(NC(=O)CCNC(=O)c2ccc([N+](=O)[O-])cc2)cc1C as listed: 2.7	1%	i	-3%	2.1%	2%	3%	-16%	i
CC(C)(C)NC(=O)C(c1ccc(F)cc1)N(Cc1ccccc1Cl)C(=O)c1ccn[nH]1 (stereo unspecified) as listed: -2.1	-5%	i	5%	-0.7%	-14%	-9%	-13%	i
O=C(CSc1nccc(-c2cccs2)n1)Nc1cccc(Cl)c1 as listed: -4.2	-4%	i	?	?	7%	-11%	29%	i
COc1cccc(CNC(=O)CCc2c(C)c3ccc(O)c(C)c3oc2=O)c1 as listed: .	-2%	.	-1%	3.1%	?	.	-24%	.
COCCNC(=O)C1CCC(CNS(=O)(=O)c2ccc3c(c2)CC(C)N3C(=O)C2CC2)CC1 (stereo unspecified) as listed: -0.3	0%	i	21%	0.2%	7%	1%	15%	i
